M4 antag = blocks acetylcholine activation of human M4 receptor. P08173. CHO-hM4 cells, ACh EC80, Fluo-8 calcium fluorescence. inhibition, % at 3 µM. hit rate 0.73% among 360,000. AID 624125;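 active = inhibition above its plate's cutoff, the mean inhibition of sample wells plus 3 SD, cut at about 27% in these data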;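 note: 0% = acetylcholine EC80 with DMSO and 100% = DMSO without agonist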
Target sequence (P08173 whole entry, looked up): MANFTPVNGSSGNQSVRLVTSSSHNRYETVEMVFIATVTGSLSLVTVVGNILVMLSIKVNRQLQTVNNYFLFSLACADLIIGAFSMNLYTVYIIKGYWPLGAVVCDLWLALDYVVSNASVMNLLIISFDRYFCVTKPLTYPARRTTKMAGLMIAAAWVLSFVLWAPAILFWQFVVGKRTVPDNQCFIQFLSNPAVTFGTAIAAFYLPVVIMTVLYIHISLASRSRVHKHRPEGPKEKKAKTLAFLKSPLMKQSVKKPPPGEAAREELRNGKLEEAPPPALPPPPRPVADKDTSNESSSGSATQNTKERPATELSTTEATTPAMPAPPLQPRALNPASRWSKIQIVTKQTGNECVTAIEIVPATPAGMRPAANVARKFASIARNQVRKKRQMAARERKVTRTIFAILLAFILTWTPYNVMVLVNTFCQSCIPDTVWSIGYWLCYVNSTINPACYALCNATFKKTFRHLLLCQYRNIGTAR
M1 PAM = human CHRM1 positive allosteric modulation | CHO-K1 hM1, Fluo-8 calcium fluorescence, ACh EC20; 0% = ACh EC20, 100% = maximal ACh | hit rate 0.088% among 360,000 | P11229 | activation, % at 3 µM; in the data active = activation above about 19%, passing the limit was not always enough
Target sequence (P11229 whole entry, looked up): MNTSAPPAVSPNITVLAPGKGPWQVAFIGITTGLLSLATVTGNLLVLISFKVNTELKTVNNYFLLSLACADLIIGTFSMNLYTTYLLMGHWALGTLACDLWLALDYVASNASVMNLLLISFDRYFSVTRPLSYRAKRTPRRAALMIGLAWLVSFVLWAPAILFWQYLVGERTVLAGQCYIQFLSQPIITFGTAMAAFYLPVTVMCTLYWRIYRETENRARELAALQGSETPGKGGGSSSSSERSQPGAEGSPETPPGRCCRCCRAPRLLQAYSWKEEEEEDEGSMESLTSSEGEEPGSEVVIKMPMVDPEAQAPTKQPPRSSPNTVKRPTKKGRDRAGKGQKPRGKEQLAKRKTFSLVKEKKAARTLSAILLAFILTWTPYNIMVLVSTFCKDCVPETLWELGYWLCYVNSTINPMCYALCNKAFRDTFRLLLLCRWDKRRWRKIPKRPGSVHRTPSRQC
CHRM4 agonist = CHRM4 agonism in calcium assay. AID 624127. P08173. CHO-K1 hM4/Gqi5, Fluo-8 calcium fluorescence; vehicle 0%, full acetylcholine response 100%. activation, % at 3 µM. hit rate 0.14% among 360,000;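 active = activation above the run mean over all test wells plus 3 SD, cut at about 32% in these data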;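 note: peak over basal fluorescence ratio per well then scaled between controls; 0% = DMSO wells and 100% = acetylcholine at EC100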
CHO-K1 Ca antag = M1 antagonist counterscreen hit in parental CHO-K1 cells; ATP-induced calcium, Fluo-8 fluorescence; inhibition, % at 3 µM; hit rate 0.6% among 360,000;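 active = inhibition above a per-plate cutoff, the plate's mean sample inhibition plus 3 SD, cut at about 24% in these data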;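 note: 0% = DMSO plus EC80 ATP and 100% = DMSO alone without ATP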
CHO parental Ca = signal in parental CHO cells, OX1R antagonist counter-screen; hit rate 0.63% among 330,000; parental CHO-K1, ATP-induced calcium, Fluo-8 fluorescence; AID 463079; inhibition, % at 5.6 µM;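 active = inhibition above that plate's mean sample inhibition plus 3 SD, cut at about 26% in these data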;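 note: 0% = ATP-challenged DMSO wells and 100% = DMSO wells without ATP; some compounds past the cut are filed as inactive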
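Material: parental CHO cells / Compound: single nominal dose of 5.6 µM per compound / Signal: Fluo-8 fluorescence / Replicates: singlicate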
OXTR potentiate = potentiators of human oxytocin receptor; P30559; CHO-OTR cells, Fluo-8 calcium fluorescence, potentiator mode; 0% = oxytocin EC15, 100% = EC100; activation, % at 3 µM; hit rate 0.061% among 320,000; AID 2445;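 active = activation above that plate's cutoff, the mean activation of tested compounds plus 3 SD, cut at about 6.6% in these data, passing the limit was not always enough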;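 note: 100% uses oxytocin at 75 nM as the full agonist control; some results filed as inactive read as strong as hits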
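Assay system: CHO-OTR cells, human receptor / Also added: oxytocin at about EC15, sub-maximal agonist stimulus / Dosing: single dose, 3.0 µM nominal final compound concentration / Incubation: 6 min pre-incubation, 100 s read / Technique: Fluo-8 calcium dye fluorescence / Read-out: % activation vs EC15 and EC100 oxytocin / Benchmarks: EC15 oxytocin low, 75 nM oxytocin high / Replicates: singlicate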
CHO-K1 Ca ag = M1 agonist counterscreen hit in parental CHO-K1 cells; AID 602248; Fluo-8 calcium fluorescence; scaled to maximal ATP response, vehicle zero; activation, % at 3 µM; hit rate 0.48% among 360,000; in the data active = activation above about 15%;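 note: untransfected CHO-K1 host cells lacking M1 receptor as counterscreen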
M1 antag = human CHRM1 antagonism; P11229; CHO-K1 hM1, Fluo-8 calcium fluorescence, ACh EC80 antagonist; inhibition, % at 3 µM; hit rate 1.3% among 360,000;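 active = percent inhibition above its own plate's cutoff, namely the mean of that plate's compound wells plus 3 SD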;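 note: peak over basal fluorescence ratio during 140 s after agonist addition; 0% = ACh EC80 plus DMSO and 100% = DMSO alone without agonist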
CHRM1 agonist = agonists of human M1 muscarinic receptor. P11229. activation, % at 3 µM. hit rate 0.33% among 360,000. CHO-K1 hM1, Fluo-8 calcium fluorescence, agonist mode; 0% DMSO, 100% acetylcholine EC100;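 active = activation above the run's mean compound activation plus 3 SD, cut at about 16% in these data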;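 note: peak over basal fluorescence ratio within a 140 s kinetic read after compound addition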
An asterisk follows results filed as active; nt = no result given.

SMILES	M4 antag	M1 PAM	CHRM4 agonist	CHO-K1 Ca antag	CHO parental Ca	OXTR potentiate	CHO-K1 Ca ag	M1 antag	CHRM1 agonist
CN1CCN(C(=O)c2cc3cc(F)ccc3[nH]2)CC1	-1	-5	0	1	nt	nt	0.1	-8	-10
C[C@@H]1[C@H]2[C@@H]3CC[C@@H](C3)[C@H]2CN[C@H]1c1cn(Cc2ccccc2)c2ccccc12	9	-3	8	-14	-3	nt	0.8	0	-5
N/C(=N\OC(=O)COc1ccc(Cl)cc1)c1cccnc1	1	4	1	-1	-12	-12	4.5	-8	-6
O=C(c1ccccc1)N1CCN(c2ncnc3c(-c4ccccc4)nsc23)CC1	-6	11	3	-17	-5	-16	1.8	-14	2
CCOc1cccc(C(=O)N(Cc2ccco2)C2CCS(=O)(=O)C2)c1 (stereo unspecified)	3	4	1	6	-11	1	-0.2	-9	-3
CCCCc1ccc(S(=O)(=O)NCCCN2CCCC2=O)cc1	8	2	8	-4	-13	-9	6.5	-2	1
Cn1c(Cc2ccccc2)[n+](C)c2ccccc21	-2	2	2	-10	-15	-11	0.2	1	-9
CCOc1ccc(N2C(=O)CC(SC(=NC)Nc3ccc(F)cc3)C2=O)cc1 (stereo unspecified)	-13	1	7	-13	-7	-2	1.9	-1	3
O=C(N1CCOCC1)C1(S(=O)(=O)c2ccccc2)CC=CC1	2	8	1	0	-3	-1	1.3	0	-2
NC1=NC(=O)C(=Cc2ccccc2)S1	-10	27*	0	5	nt	nt	-0.4	-6	5
CCCCc1nc2ccccc2c(NC(=O)CN2CCCC2)c1CCC	-5	9	2	-24	-32	-7	1.3	-10	-8
Cc1ccc(Nc2nc(NCCO)nc3c2cnn3C)cc1Cl	0	9	1	-13	-16	-3	-0.4	-12	3
Cc1cc(C(=O)N2CCCC(Nc3ccc(C)c(C)c3)C2)nc(C)n1 (stereo unspecified)	-4	0	1	-9	nt	nt	0.1	-5	-1
Cc1ccc(S(=O)(=O)N2CCOCC2)cc1NC(=O)COC(=O)COc1cccc2c1OC(C)(C)C2	-2	9	7	7	-12	-2	3.0	-5	-1
COc1cc2ccccc2cc1C(=O)Nc1ccc(NC(=O)c2cccs2)cc1	4	-11	15	0	-9	-9	5.0	17	-5
Cc1ccc(-c2csc(NC(=O)c3ccc(C)o3)n2)cc1	-2	3	0	-13	-16	-7	-0.2	0	-11
CSc1nc2c(c(=O)n1-c1ccc(F)cc1)SCC2	-6	3	-2	-2	-9	6	-1.0	-6	-9
O=C(N/N=C1\CCCc2ccccc21)c1ccc([N+](=O)[O-])cc1	23	6	1	-11	-5	-1	3.2	-6	-5
OC(Cn1cncn1)c1ccc(Cl)cc1 (stereo unspecified)	0	1	1	1	-9	3	6.1	1	-3
CCC(CC)C(=O)Nc1ccccc1NC(C)=O	9	3	1	2	-5	-3	0.4	8	-2
CCn1c2ccccc2c2cc(NC(=O)COC(=O)c3ccc(O)cc3)ccc21	-9	5	2	-8	-11	-6	1.1	-5	-2
CCN(CC)c1ccc(C(=O)Nc2cccc(F)c2)cc1	-1	6	-2	-15	-24	2	0.2	-10	-4
Cc1ccc2c(C)nc(SC(C(=O)c3ccccc3)c3ccccc3)nc2c1 (stereo unspecified)	-3	3	1	-9	-20	-8	0.6	2	-5
Cc1ccc(N(CC(=O)NCC2CCCO2)C(=O)CCC(=O)Nc2nccs2)cc1C (stereo unspecified)	5	4	0	-8	-5	-14	0.8	-7	-6
Cc1ccc(S(=O)(=O)NCC(=O)N2CCN(c3ccccn3)CC2)cc1	-1	2	1	-6	-10	2	0.5	1	-5
Additional records
SMILES	M4 antag	M1 PAM	CHRM4 agonist	CHO-K1 Ca antag	CHO parental Ca	OXTR potentiate	CHO-K1 Ca ag	M1 antag	CHRM1 agonist
O=C(NC1CCCCC1)c1[nH]c(C(F)(F)F)nc1-c1ccccc1	2	-2	5	-13	nt	nt	3.8	-12	1
Cc1ccccc1CSc1nc2c(c(=O)[nH]1)CCC2	-8	14	-2	-7	-13	0	0.3	-9	-2
CC1CCCCC1NC(=O)COc1ccccc1C#N (stereo unspecified)	9	10	1	-4	-9	1	-0.2	-12	-1
O=C(COc1ccc2c(c1)OCO2)Nc1nccs1	18	4	0	-16	-17	-1	0.7	-3	-5
O=C(Nc1cnc2ccccc2c1)c1cccc(-n2cnnn2)c1	2	11	5	6	0	-1	1.9	-13	-3
O=C(O)/C=C/C(=O)NNC(=O)c1ccccc1Br	2	1	0	8	-13	-8	-0.2	-2	-5
COc1ccc(CNC(=O)C2C3C=CC4(CN(Cc5cccnc5)C(=O)C24)O3)cc1 (stereo unspecified)	-4	-2	0	-3	-4	-3	0.7	4	-5
C=CCn1c(NCc2ccco2)nc2ccccc21	3	18	0	-13	nt	nt	0.3	-18	-7
O=C(Cn1cc(COc2c(F)c(F)cc(F)c2F)nn1)c1ccc(O)cc1	1	0	1	-2	nt	nt	0.9	-1	-1
COc1ccccc1CO/N=C/NC(=O)c1c(OC)ccnc1Oc1ccc(F)cc1	0	-3	20	-6	-10	-8	9.7	10	-1
CC(=O)N1CCc2cc(S(=O)(=O)NCCCOC(C)C)ccc21	4	-3	5	-1	0	-10	4.7	-7	4
CC(Sc1ccccn1)C(=O)Nc1ccc2c(c1)OCCO2 (stereo unspecified)	7	-3	1	-11	-15	-3	0.2	8	-5
Cc1ccc(C(=O)N/C(=C\c2cccs2)C(=O)NCC2CCCO2)cc1C (stereo unspecified)	0	8	0	-11	-4	1	0.3	-5	-3
COC(=O)c1nnc(-c2ccccc2)nc1OC	-7	3	0	-24	2	-13	0.1	-5	-1
Fc1cccc(Cc2c(C3CCCCC3)nc3ccc(Br)cn23)c1	13	-7	-1	-8	nt	nt	0.7	-21	-5
COc1ccccc1N1CCN(S(=O)(=O)CCNC(=O)C(C)Oc2ccccc2)CC1 (stereo unspecified)	-10	5	8	-4	nt	nt	4.4	-20	1
COc1ccc(/C=C(/NC(=O)c2ccco2)C(=O)N2CCCC2=O)cc1	-10	6	2	-5	2	-7	1.1	-4	-6
O=C1CC(c2ccco2)CC(O)=C1C=Nc1ccccc1-c1ccccc1 (stereo unspecified)	-18	-10	6	-10	-18	-14	1.3	4	-8
CCc1cccc(NC(=O)c2sc3nc4n(c(=O)c3c2C)CCC4)c1	-4	-2	14	-3	-15	-15	8.8	0	2
CC(=O)Nc1c([N+](=O)[O-])cc2[nH]c(=O)[nH]c2c1[N+](=O)[O-]	-3	18	0	-1	-3	-8	-0.4	1	-2
O=C(Cc1noc2ccccc12)Nc1ccccn1	4	20	0	1	1	2	4.3	-8	-4
CC(C)(C)c1ccc(C(=O)NCC(=O)OCC(=O)Nc2nc(-c3ccc(F)cc3)cs2)cc1	1	1	1	-1	-7	-13	0.2	5	-3
Cc1ccccc1OCC(=O)OCC(=O)NCc1ccccc1	2	17	1	-18	-18	-5	0.1	-11	-2
N#C/C(=C\c1ccc(-c2cccc([N+](=O)[O-])c2)o1)C(=O)NCCN1CCOCC1	-4	-1	8	-3	-14	-11	2.7	1	-7
CC(=O)OCc1ccc(C2=CC(=O)CC(C)(C)C2=O)cc1	-13	18	1	24*	nt	nt	-0.2	-9	3
O=c1oc(-c2cccc(Cl)c2)nc2c1cnn2-c1ccccc1	-12	-1	1	-1	-6	-2	-0.2	4	3
Fc1ccccc1N1CCN(C2CCCN(Cc3cccc(C(F)(F)F)c3)C2)CC1 (stereo unspecified)	2	-10	0	20	-20	2	0.1	7	-8
COc1ccccc1NC(=O)Cn1nnc2sc3c(c2c1=O)CC(C)(C)OC3	1	5	2	-8	-5	-6	2.0	-4	-2

Of the compounds above, these contain four or more nitrogen atoms:
SMILES	M4 antag	M1 PAM	CHRM4 agonist	CHO-K1 Ca antag	CHO parental Ca	OXTR potentiate	CHO-K1 Ca ag	M1 antag	CHRM1 agonist
O=C(c1ccccc1)N1CCN(c2ncnc3c(-c4ccccc4)nsc23)CC1	-6	11	3	-17	-5	-16	1.8	-14	2
Cc1ccc(Nc2nc(NCCO)nc3c2cnn3C)cc1Cl	0	9	1	-13	-16	-3	-0.4	-12	3
Cc1cc(C(=O)N2CCCC(Nc3ccc(C)c(C)c3)C2)nc(C)n1 (stereo unspecified)	-4	0	1	-9	nt	nt	0.1	-5	-1
Cc1ccc(N(CC(=O)NCC2CCCO2)C(=O)CCC(=O)Nc2nccs2)cc1C (stereo unspecified)	5	4	0	-8	-5	-14	0.8	-7	-6
Cc1ccc(S(=O)(=O)NCC(=O)N2CCN(c3ccccn3)CC2)cc1	-1	2	1	-6	-10	2	0.5	1	-5
O=C(Nc1cnc2ccccc2c1)c1cccc(-n2cnnn2)c1	2	11	5	6	0	-1	1.9	-13	-3
CC(=O)Nc1c([N+](=O)[O-])cc2[nH]c(=O)[nH]c2c1[N+](=O)[O-]	-3	18	0	-1	-3	-8	-0.4	1	-2
N#C/C(=C\c1ccc(-c2cccc([N+](=O)[O-])c2)o1)C(=O)NCCN1CCOCC1	-4	-1	8	-3	-14	-11	2.7	1	-7
COc1ccccc1NC(=O)Cn1nnc2sc3c(c2c1=O)CC(C)(C)OC3	1	5	2	-8	-5	-6	2.0	-4	-2

Assay outcomes (PubChem)

Compounds as they come, and some 2.9% of all compounds hit somewhere here.
